# DYRK1A inh = blocks rat Dyrk1A kinase activity; ADP-Glo luminescence, NFATc1 peptide; inhibition, % at 12.5 µM; Q63470; AID 504441; 0.43% of 310,000 active; in the data active means inhibition above about 50%;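 further: plate controls were vehicle with enzyme for no effect and no enzyme for full effect; many of its hits are not listed in these tables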
# KCNK3 inh = human KCNK3 channel inhibition, primary screen; O14649; CHO-KCNK3 thallium flux, FluxOR fluorescence; hits give low values; B-score at 10 µM; 0.84% of 340,000 active; AID 602410;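 active means B-score under library mean minus 4 SD, starting fluorescence ratio at most library mean plus 5 SD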;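 further: more negative B-score means stronger inhibition of thallium flux through KCNK3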
# TMEM16A act = activators or potentiators of mouse TMEM16A chloride channel | 0.3% of 340,000 active | Q8BHY3 | B-score at 10 µM | HEK293 TMEM16A/YFP-H148Q/I152L, iodide quench fluorescence; hits give low values;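 active means fluorescence-ratio B-score plate-corrected deviation score at least 3 library SD below zero, with starting fluorescence score within 5 deviations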;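 further: channel opened by trigger with iodide after compound preincubation; score built on the fluorescence ratio of max minus min over baseline; more negative score means more quench and so TMEM16A activation or potentiation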
# Target sequence (Q8BHY3 whole entry, looked up): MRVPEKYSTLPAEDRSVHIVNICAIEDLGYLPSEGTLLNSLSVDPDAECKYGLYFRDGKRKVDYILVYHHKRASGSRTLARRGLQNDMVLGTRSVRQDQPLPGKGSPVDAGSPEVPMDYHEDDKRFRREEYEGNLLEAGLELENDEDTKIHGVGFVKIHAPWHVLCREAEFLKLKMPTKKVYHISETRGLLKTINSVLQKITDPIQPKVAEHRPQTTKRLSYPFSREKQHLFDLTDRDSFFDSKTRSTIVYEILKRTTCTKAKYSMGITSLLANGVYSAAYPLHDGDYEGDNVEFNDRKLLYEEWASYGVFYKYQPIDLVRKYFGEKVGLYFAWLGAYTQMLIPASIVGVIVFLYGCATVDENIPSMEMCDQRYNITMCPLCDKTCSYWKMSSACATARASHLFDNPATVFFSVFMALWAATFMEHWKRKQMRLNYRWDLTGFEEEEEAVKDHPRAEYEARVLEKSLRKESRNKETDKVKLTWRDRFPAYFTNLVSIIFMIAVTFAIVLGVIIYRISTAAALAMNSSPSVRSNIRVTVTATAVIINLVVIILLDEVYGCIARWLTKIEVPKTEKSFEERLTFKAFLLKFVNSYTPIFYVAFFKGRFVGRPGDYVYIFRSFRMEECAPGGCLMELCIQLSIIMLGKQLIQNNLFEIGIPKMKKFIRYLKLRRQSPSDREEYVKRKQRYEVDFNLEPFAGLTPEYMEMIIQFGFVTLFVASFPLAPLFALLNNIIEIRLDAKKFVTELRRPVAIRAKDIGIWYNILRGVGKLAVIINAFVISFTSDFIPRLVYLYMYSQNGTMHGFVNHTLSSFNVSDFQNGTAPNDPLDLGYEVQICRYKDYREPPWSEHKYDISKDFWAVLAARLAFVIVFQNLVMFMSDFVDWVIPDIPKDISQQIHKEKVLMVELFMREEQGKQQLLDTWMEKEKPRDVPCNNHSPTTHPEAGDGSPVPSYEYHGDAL
# HDAC3 inhib = human HDAC3 inhibition | recombinant HDAC3, fluorogenic peptide/trypsin coupled, fluorescence | 0.15% of 320,000 active | inhibition, % at 8.3 µM | AID 2718 | O15379; in the data active means inhibition above about 26%, passing the limit was not always enough
# The depositor's hits bear a star; i = inactive. Not all compounds are listed, so the mix of outcomes need not match the whole.
# Values in the order: DYRK1A inh	KCNK3 inh	TMEM16A act	HDAC3 inhib
CC(CCc1ccccc1)NC(=O)CN1C(=O)NC2(CCCCC2C)C1=O (stereo not given)
  8	i	i	0
O=C(CN1CCN(C(=O)CNC(=O)c2ccc3c(c2)OCO3)CC1)Nc1ccccc1Cl
  -1	i	i	-5
O=C(COC(=O)COc1ccc(Cl)cc1Cl)NC1CC1
  -1	i	i	9
O=C(COC(=O)c1ccc([N+](=O)[O-])s1)c1ccc[nH]1
  8	i	i	-1
CCOc1ccc(NC(=O)CN(C)C(=O)c2csc3c2CCCC3)cc1OCC
  4	i	i	2
COc1cc(-c2ccc3oc(-c4cccc(C)c4)c(C#CC4(O)CCCCC4)c3c2)cc(OC)c1OC
  6	i	i	-15
C[C@]12C=CC(=O)C=C1CCC1C2CC[C@@]2(C)C1CCC21OCCO1 (stereo not given in full)
  1	i	i	-4
CN(c1ccccc1)S(=O)(=O)c1ccc(Cl)c(C(=O)NCc2ccccc2CN2CCCC2)c1
  6	i	i	-1
C[C@@]12C(=O)Nc3ccc(F)cc3C(=O)N1[C@H]1c3cc(Br)ccc3OC[C@@H]1[C@@H]2c1ccccc1
  7	i	i	-2
Cc1ccc(CN(C)C(=O)COc2ccc(S(=O)(=O)N3CCCC3)cc2[N+](=O)[O-])c(C)c1
  1	i	i	-1
COc1ccc(C(=O)NCC(c2cccs2)N2CCOCC2)cc1OC (stereo not given)
  -2	i	i	8
NC(=O)c1nn(CC(=O)Nc2cccc(S(=O)(=O)N3CCCCCC3)c2)c(=O)c2ccccc12
  -2	i	i	-5
Cc1ccc(NC(=O)CSc2nc3nn(-c4ccccc4)c(=O)c-3c3n2CCCCC3)cc1F
  -4	i	i	4
CCOC(=O)c1cccc(C2=CC(=O)C[C@H](c3ccc(OC)cc3)C2)c1
  -3	i	i	7
Cc1c(C(=O)N2CCN(C/C=C/c3ccccc3)CC2)oc2c(F)cccc12
  4	i	i	5
O=C(NCc1ccccc1)c1ccc2c(c1)S(=O)(=O)c1cc(Cl)ccc1C2=O
  4	i	i	1
COCCN(C(=O)c1cc2c(s1)CCC2)c1c(N)n(CC(C)C)c(=O)[nH]c1=O
  -4	i	i	3
CCc1ccccc1NC(=O)CN1CCN(C(=O)CNC(=O)c2ccc(-c3ccccc3)cc2)CC1
  -9	i	i	-4
C[C@H](NS(=O)(=O)c1ccc2c(c1)OCCCO2)C(=O)N1CCN(c2ccc(F)cc2)CC1
  1	i	i	1
C[C@H](NC(=O)c1nc[nH]c1C(=O)N1CCN(C(=O)OC(C)(C)C)CC1)c1ccccc1
  3	i	-7.2*	0
N#CCCN(C(=O)COC(=O)CCc1nc2ccccc2c(=O)[nH]1)c1ccccc1F
  7	i	i	-1
CN(CC(=O)Nc1ccc(Cl)c(C(F)(F)F)c1)C(=O)C1CCCO1 (stereo not given)
  -2	i	i	-10
O=C(COC(=O)C(CO)NS(=O)(=O)c1ccc(Br)cc1)Nc1ccc2c(c1)OCCO2 (stereo not given)
  -1	i	i	1
C[C@H](CO)N1C[C@H](C)[C@@H](CN(C)Cc2ccc(Oc3ccccc3)cc2)Oc2c(NC(=O)c3ccncc3)cccc2C1=O
  5	i	i	6
COc1ccc(S(=O)(=O)N2CCOCC2)cc1NC(=O)CC(C)c1ccccc1 (stereo not given)
  1	i	i	-2
COc1ccccc1NS(=O)(=O)c1cccc(NS(=O)(=O)c2cc(C(=O)O)ccc2OC)c1
  -1	i	i	0
CC1CCN(C(=O)COC(=O)c2cccs2)CC1
  0	i	i	8
C=CC[C@@H](Cc1ccc(F)cc1)C(=O)OC[C@@H]1CCCN1C(=O)[C@@H](CC=C)CC(=O)N(CCO)Cc1ccccc1
  6	i	i	9
CC1(c2ccccc2)NC(=O)N(CC(=O)N2CC(=O)Nc3ccccc32)C1=O (stereo not given)
  0	i	i	0
CCCCN(C(=O)c1ccc(-c2ccc(Cl)cc2)o1)c1c(N)n(CC(C)C)c(=O)[nH]c1=O
  -4	i	i	-14
COc1ccc(NC(=O)C2CCC2)cc1S(=O)(=O)N1CCOCC1
  2	i	i	-1
COc1ccc(NC(=O)N(C)C[C@H]2Oc3ccc(NC(=O)Nc4c(C)noc4C)cc3C(=O)N([C@H](C)CO)C[C@H]2C)cc1
  -2	i	i	1
Cc1ccc(C(=O)NN=CC(=O)c2ccccc2)c(C)c1
  2	i	i	0
COc1ccc(CC(=O)OCC(=O)Nc2cc(Cl)ccc2C)cc1
  -3	i	i	-3
COc1ccc(C)cc1NC(=O)c1cc(S(=O)(=O)N2CCCCC2)ccc1N1CCOCC1
  6	i	i	4
Cc1ccc(OCC(=O)OCC(=O)N2c3ccccc3CC2C)cc1C (stereo not given)
  7	i	i	10
Cc1ccc(C(=O)COC(=O)CCNS(=O)(=O)c2ccccc2F)cc1
  -4	i	i	1
COc1ccc(S(=O)(=O)N(C)C[C@H]2Oc3ccc(NC(=O)Nc4ccc(C(F)(F)F)cc4)cc3C(=O)N([C@H](C)CO)C[C@@H]2C)cc1
  4	i	i	17
CC(=O)NS(=O)(=O)c1ccc(NC(=O)[C@@H]2CCCN2S(=O)(=O)c2ccc(Cl)cc2)cc1
  -3	i	i	3
O=C(CCNC(=O)c1ccc([N+](=O)[O-])cc1)NNC(=O)c1ccccc1F
  -6	i	i	4
Cc1ccc(C)c(NC(=O)c2cc(S(=O)(=O)N3CCCCC3)ccc2N2CCOCC2)c1
  3	i	i	2
CCN(Cc1cccs1)C(=O)c1cccc(S(=O)(=O)N2CCN(C)CC2)c1
  -2	i	i	4
C[C@H](CO)N1C[C@H](C)[C@@H](CN(C)Cc2ccc(C(=O)O)cc2)Oc2c(cccc2N(C)C)C1=O
  -13	i	i	-3
COc1ccc(-c2sc3cc(OC)c(OC)cc3c2C#CC(C)(C)O)cc1
  9	i	i	-10
O=C(COC(=O)c1cc(S(=O)(=O)N2CCOCC2)ccc1F)c1ccccc1
  0	i	i	-2
O=C(C[C@@H]1C/C=C\C[C@H](Cc2ccc(F)cc2)C(=O)OC[C@@H]2CCCN2C1=O)N[C@H](CO)Cc1ccccc1
  1	i	i	3
Cc1cccc(OCC(=O)OCC(=O)Nc2ccc(Cl)cn2)c1
  7	i	i	-1
Oc1cccc2c(-c3nn[nH]n3)ccnc12
  70*	i	i	-2
CCCNC(=O)C(Cc1ccc(I)cc1)NC(=O)c1ccc2ccccc2n1 (stereo not given)
  12	i	i	3
O=C(c1cn(Cc2ccccc2)nc1-c1ccc(Cl)cc1)N1CCN(c2ccccn2)CC1
  4	i	i	9

# Part of the list above in a different format:
> N#CCCN(C(=O)COC(=O)CCc1nc2ccccc2c(=O)[nH]1)c1ccccc1F
- DYRK1A inh = 7
- KCNK3 inh = i
- TMEM16A act = i
- HDAC3 inhib = -1
> CN(CC(=O)Nc1ccc(Cl)c(C(F)(F)F)c1)C(=O)C1CCCO1 (stereo not given)
- DYRK1A inh = -2
- KCNK3 inh = i
- TMEM16A act = i
- HDAC3 inhib = -10
> O=C(COC(=O)C(CO)NS(=O)(=O)c1ccc(Br)cc1)Nc1ccc2c(c1)OCCO2 (stereo not given)
- DYRK1A inh = -1
- KCNK3 inh = i
- TMEM16A act = i
- HDAC3 inhib = 1
> C[C@H](CO)N1C[C@H](C)[C@@H](CN(C)Cc2ccc(Oc3ccccc3)cc2)Oc2c(NC(=O)c3ccncc3)cccc2C1=O
- DYRK1A inh = 5
- KCNK3 inh = i
- TMEM16A act = i
- HDAC3 inhib = 6

# (list continues)
# Values in the order: DYRK1A inh	KCNK3 inh	TMEM16A act	HDAC3 inhib
O=C(NC1CCN(Cc2ccccc2)CC1)c1cccc(S(=O)(=O)Nc2ccc(SC(F)F)cc2)c1
  4	i	i	-1
Cc1ccc(S(=O)(=O)N2CCN(c3nn(C)c(=O)n(C)c3=O)CC2)cc1C
  1	i	i	2
CC1C(=O)Nc2ccc(S(=O)(=O)N3CCCCCC3)cc21 (stereo not given)
  2	i	i	3
C[C@H](NC(=O)c1ccccc1)C(=O)N1CCN(Cc2ccc3c(c2)OCO3)CC1
  3	i	i	9
CCN(CC(=O)Nc1c(F)cccc1F)C(=O)CSC(=S)N1CCCC1
  4	i	i	-3
c1ccc(-c2nc(SCc3nc4ccccc4[nH]3)c3oc4ccccc4c3n2)cc1
  6	i	i	2
COc1ccc(NC(=O)COC(=O)CNC(=O)C2CCCCC2)cc1OC
  3	i	i	3
CCOC(=O)CCCCCC(=O)Nc1ccc2c(c1)C(=O)N([C@H](C)CO)C[C@@H](C)[C@H](CN(C)S(=O)(=O)c1cn(C)cn1)O2
  -5	i	i	-2
O=C(COC(=O)c1ccc2ncsc2c1)Nc1ccccc1Cl
  20	i	i	3
Cc1cc(C)c(C(=O)COC(=O)Cn2nc(-c3ccccc3)oc2=O)cc1C
  -3	i	i	-8
O=C(COC(=O)COc1ccccc1)Nc1ccc(Br)cc1Br
  -1	i	i	6
C=CC[C@@H](CC(=O)N[C@H](CO)Cc1ccccc1)C(=O)N[C@H](C)COC(=O)[C@@H](CC=C)CC(=O)OC(C)(C)C
  3	i	i	-1
CC(C)(C)n1ncc2c(=O)n(Cc3c(Cl)cccc3Br)cnc21
  -2	i	i	4
Cc1cc(C(=O)NNC(=O)c2ccc(F)cc2)c(C)s1
  4	i	i	4
Cc1ccc(S(=O)(=O)N2CCN(C(=O)COC(=O)c3ccc([N+](=O)[O-])o3)CC2)c(C)c1
  7	i	i	3
O=C(Nc1ccccc1N1CCOCC1)c1ccc(F)c(S(=O)(=O)N2CCOCC2)c1
  -2	i	i	2
O=C(COC(=O)/C=C/c1ccc(OC(F)F)cc1)NC(=O)NC1CCCCC1
  3	i	i	-3
O=C(CN1C(=O)NC2(CCCC2)C1=O)Nc1nc(-c2ccc(F)c(F)c2)cs1
  4	i	i	11
CCOC(=O)c1ccc(-c2c(-c3ccc(OC)cc3)oc(=O)c3cc(OC)c(OC)cc23)cc1F
  2	i	i	-1
N#Cc1ccc(OCC(=O)N2CCN(S(=O)(=O)c3cccc(Cl)c3)CC2)cc1
  0	i	i	-4
CCOC(=O)[C@H]1[C@H]2COc3ccc(Cl)cc3[C@@H]2N2C(=O)CN(CC3CCCO3)C(=O)[C@@]12C (stereo not given in full)
  -4	i	i	0
O=C(CN1CCN(S(=O)(=O)c2ccc(F)c(Cl)c2)CC1)N1CCc2ccccc21
  -4	i	i	0
CN(Cc1ccccc1)C(=O)COC(=O)C12CC3CC(CC(Br)(C3)C1)C2
  -5	i	i	12
Cc1ccccc1NC(=O)Cc1nc(COC(=O)CCC(=O)c2ccccc2)cs1
  2	i	i	1
Cc1cccc(C)c1NC(=O)c1ccc(OCc2c(C)noc2C)cc1
  -2	i	i	-7
COc1ccc(S[C@@H](CCN2CC[C@H](O)CCC2=O)c2ccccc2)cc1
  -1	i	i	-6
O=C(CCC(=O)N1CCN(S(=O)(=O)c2ccc([N+](=O)[O-])cc2)CC1)N1CCOCC1
  2	i	i	-1
COc1cc(OC)cc(C(=O)NCC(=O)OCC(=O)NC2CCCc3ccccc32)c1 (stereo not given)
  0	i	i	0
CC(NC(=O)COC(=O)c1ccc(CO)cc1)C1CC2CCC1C2 (stereo not given)
  7	i	i	0
COc1cc(/C=C/C(=O)O)cc(S(=O)(=O)Nc2ccc3cn[nH]c3c2)c1OC
  0	i	i	2
CCc1ccc(C(=O)NNC(=O)c2ccc(OCC(=O)N3CCOCC3)c(OC)c2)cc1
  -4	i	i	-3
NS(=O)(=O)c1cccc(NC(=O)COC(=O)CCC(=O)c2cccs2)c1
  3	i	i	-5
O=C(CCNS(=O)(=O)c1ccccc1C(F)(F)F)NCCCN1CCOCC1
  6	i	i	-2
COc1ccc(C(=O)COC(=O)c2nc3nccc(C)n3n2)cc1F
  -3	i	i	-7
CC(C)(C)N(Cc1ccccc1)C(=O)COC(=O)CNS(=O)(=O)c1ccc2ccccc2c1
  -4	i	i	0
Cc1cc(-n2c(C)cc(C(=O)COc3ccc(F)c(F)c3)c2C)no1
  -5	i	i	3
CN1CCN(c2ccc(S(=O)(=O)N3CCCCC3)cc2NC(=O)CCc2ccccc2)CC1
  3	i	i	5
COC(=O)[C@]1(C)N[C@H](c2ccc(-c3cccc(Cl)c3)c(OC)c2)[C@@H]2C(=O)N(C)C(=O)[C@@H]21
  1	i	i	1
COc1cccc(CN(C)C(=O)C2CCN(S(=O)(=O)c3cccs3)CC2)c1OC
  -1	i	i	0
CCOc1ccc(C(=O)COC(=O)c2nn(CC)c(=O)c3ccccc23)cc1
  -2	i	i	3
Cc1ccc(CN2CC[C@H]3C=CCc4cccc(c43)C2)cc1
  -1	i	i	-2
COc1ccccc1C(CNC(=O)CNC(=O)c1ccc(C)c(C)c1)N1CCCC1 (stereo not given)
  -1	i	i	0
C/C(=N\NC(=O)COc1cccc(Br)c1)c1ccc2c(c1)OCCO2
  -3	i	i	-2

# Screens as filed in PubChem.
